# Yfh1-off respiration – mitochondrial function rescue without frataxin homolog – Friedreich's ataxia, plus single-dose screen, dose response (AID 1465). S. cerevisiae Yfh1-off respiration, WST-1 reduction, 72 h; higher fold induction means a stronger effect. fold induction at 50 µM; hits with a dose series show EC50 in µM. 0.074% of 220,000 active;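 active means fold induction of absorbance versus untreated yeast above a set limit, then at least 30% activation at any dose in follow-up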;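 further: activators that raise dye reduction in frataxin-depleted yeast; strong numbers were not always called active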
# human PMI inhibitors – MPI inhibition at elevated mannose 6-phosphate – biochemical, fluorescence intensity, high mannose 6-phosphate, primary screen (AID 1220); recombinant PMI enzyme, coupled fluorescence intensity; higher % means a stronger effect; inhibition, % at 20 µM; hits with a dose series show IC50 in µM; 0.66% of 190,000 active
# P. falciparum M17LAP – P. falciparum M17LAP inhibitors, primary screen, biochemical, fluorogenic H-Leu-NHMec substrate, 1536-well (AID 1619); 0.38% of 220,000 active; inhibition, % at 30 µM; hits with a dose series show IC50 in µM; recombinant M17LAP, H-Leu-NHMec fluorogenic kinetic assay; higher % means a stronger effect;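 active means compound inhibiting the enzyme by more than half at any dose during confirmatory dose-response retesting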;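 further: plate controls were full reaction with DMSO carrier for no effect and no enzyme background for full effect; strong numbers were not always called active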
# human PMI inhibition – inhibitors of human PMI, primary screen, biochemical, fluorescence intensity, coupled assay (AID 1209). purified PMI enzyme, coupled fluorescence intensity; higher % means a stronger effect. one-dose inhibition, % at 20 µM; IC50 in µM for titrated hits. 0.42% of 190,000 active;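 further: plate controls were DMSO vehicle for no effect and wells lacking substrate for full effect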
# XIAP antagonists – XIAP antagonists, biochemical, IAP family, fluorescence polarization (AID 1018). XIAP BIR domain, fluorescence polarization peptide displacement; higher % means a stronger effect. one-dose displacement, % at 20 µM; IC50 in µM for titrated hits. 0.007% of 200,000 active; in the data active means displacement above about 50%; further: a part of the inactive calls stands beside numbers as strong as those of hits
# LYP phosphatase – inhibitors of LYP phosphatase, biochemical, fluorescence intensity, uHTS (AID 1779) | recombinant LYP phosphatase, fluorescence intensity; higher % means a stronger effect | one-dose inhibition, % at 11.5 µM; IC50 in µM for titrated hits | 0.054% of 290,000 active;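 further: plate controls were vehicle with enzyme for no effect and no enzyme for full effect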
# P. falciparum M1AAP – malaria alanyl aminopeptidase activity blockers – biochemical, fluorogenic H-Leu-NHMec substrate, 1536-well (AID 1445) | recombinant M1AAP, H-Leu-NHMec fluorogenic kinetic assay; higher % means a stronger effect | one-dose inhibition, % at 30 µM; IC50 in µM for titrated hits | 0.42% of 220,000 active;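 active means primary inhibition above the hit cutoff, then over 50% inhibition at one or more dose response concentrations, cut at about 23% in these data, passing the limit was not always enough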;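 further: plate controls were DMSO full reaction for no effect and no enzyme background for full effect; strong numbers were not always called active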
# WT yeast gro inh – growth inhibition of WT yeast, mitochondrial fusion screen | mitochondrial fusion phenotypic screen, WT strain | inhibition, % at 10 µM | 2.1% of 190,000 active | AID 1362; in the data active means inhibition above about 58%; tested in S. cerevisiae
# TNAP activators – human TNAP enzyme activators, primary screen, biochemical, luminescent, no phosphate acceptor, uHTS (AID 1001); 0.03% of 200,000 active; one-dose activation fold at 20 µM; EC50 in µM for titrated hits; purified TNAP, luminescent activation assay, no phosphate acceptor; higher activation fold means a stronger effect; in the data active means activation fold from about 3, or a potency from the dose series; inactive means the rest, 99 in 100 with activation fold below about 1.6; further: many of its hits are not listed in these tables
# WT yeast gro inh mutant strain – recorded beside WT yeast gro inh, whose call it bears; inhibition, %; mitochondrial fusion phenotypic screen, mutant strain inhibition
# * = called active by the depositor; i = inactive; . = not tested or not shown. Unless noted, no stated cut-off is given here; in the data, active means inhibition above about 50%; inactive means the rest. Rows were taken by chance; any-hit rate near 3.7%.
# The opening two compounds (preview)
SMILES,Yfh1-off respiration,human PMI inhibitors,P. falciparum M17LAP,human PMI inhibition,XIAP antagonists,LYP phosphatase,P. falciparum M1AAP,WT yeast gro inh,WT yeast gro inh mutant strain,TNAP activators
Cc1cnc(NS(=O)(=O)c2ccccc2)c(Br)c1,i,.,9%,.,.,-4%,14%,.,.,.
O=C(COC(=O)c1c[nH]c(=O)[nH]c1=O)NCc1ccccc1,i,0%,3%,4%,-3.5%,-8%,-1%,-13,-2,1.1

# The listing, previewed entries included:
SMILES,Yfh1-off respiration,human PMI inhibitors,P. falciparum M17LAP,human PMI inhibition,XIAP antagonists,LYP phosphatase,P. falciparum M1AAP,WT yeast gro inh,WT yeast gro inh mutant strain,TNAP activators
Cc1cnc(NS(=O)(=O)c2ccccc2)c(Br)c1,i,.,9%,.,.,-4%,14%,.,.,.
O=C(COC(=O)c1c[nH]c(=O)[nH]c1=O)NCc1ccccc1,i,0%,3%,4%,-3.5%,-8%,-1%,-13,-2,1.1
O=C(COc1ccc2ccccc2c1)NNC(=O)c1ccc([N+](=O)[O-])cc1,i,18%,-14%,16%,-3.5%,-6%,3%,-16,3,1.3
CC(=O)Nc1ccc(C(=O)N/C(=C\c2ccccc2)C(=O)Nc2cccc(C(=O)O)c2)cc1,i,.,0%,.,.,-6%,2%,.,.,.
Cc1cccc(C)c1NC(=O)CCCSc1nc2ccccc2s1,i,-13%,2%,-18%,-3.6%,-2%,-4%,-12,9,1.1
Cc1cc(C)cc(-n2ccnc2SCC(=O)Nc2nccs2)c1,i,3%,2%,3%,-3.4%,-2%,-1%,4,-24,1.1
COc1ccc(OCc2nnc(SC(C)C(=O)Nc3nccs3)n2-c2ccccc2)cc1 (stereo not given),i,13%,2%,15%,-4.6%,2%,2%,12,87,1
O=C(CCCOc1ccc(Cl)cc1Cl)NNC(=O)C1CCC1,i,-4%,8%,-4%,-1.5%,-1%,16%,-4,2,1.3
Cc1nc(-c2cccnc2)sc1C(=O)Nc1ccc(F)cc1F,i,9%,23%,-5%,-2.2%,-6%,0%,23,18,1
COc1cccc(C(=O)c2c[nH]c(C(=O)NCCCN3CCOCC3)c2)c1,i,-4%,-2%,-3%,-2.1%,-10%,3%,1,0,1
O=C(Cn1ncc2c(=O)oc3ccccc3c21)NCCC1=CCCCC1,i,-7%,-16%,-7%,-2.6%,-5%,1%,-2,4,1.1
COc1ccc(N2CCN(C(=O)CN(C3CCCCC3)S(C)(=O)=O)CC2)cc1,i,7%,12%,7%,0.8%,-1%,-2%,5,-14,1.1
Cc1ccccc1-n1cc(-c2ccc(Br)cc2)nc1SCC(N)=O,i,.,-6%,.,.,-6%,-3%,.,.,.
CCOC(=O)N1CCN(C(=O)CSCC(=O)Nc2nc(-c3ccc(Cl)s3)cs2)CC1,i,6%,5%,4%,-5.1%,4%,3%,-6,-3,1.1
FCCCOc1ccc(/C=N/OCc2ccc(Cl)cc2Cl)cc1,i,15%,11%,7%,-1.9%,-9%,0%,28,11,1.1
Cc1cc(NCc2ccccn2)n2ncc(-c3ccccc3)c2n1,i,.,2%,.,.,-2%,12%,.,.,.
CN1CCN(c2ccc(NC(=O)CSc3ccccc3)cc2F)CC1,i,2%,-3%,1%,-13%,0%,-1%,-11,-6,1.1
COc1cccc(NC(=O)Nc2cccn(Cc3ccc(C)cc3)c2=O)c1,i,23%,13%,15%,-6.3%,-2%,12%,-13,-17,1
COc1cc(-c2nc(CN3CCN(c4ncccn4)CC3)c(C)o2)ccc1F,i,-4%,1%,2%,-3.9%,-7%,5%,8,5,1.1
Cc1ccccc1N1CCN(CCCN2C(=O)CC(=C(c3ccccc3)c3ccccc3)C2=O)CC1,i,16%,-5%,19%,-12%,0%,0%,27,26,1.1

# Single entries from the list:
# Cc1ccccc1N1CCN(CCCN2C(=O)CC(=C(c3ccccc3)c3ccccc3)C2=O)CC1 in human PMI inhibitors is entered as 16%
# Cc1ccccc1-n1cc(-c2ccc(Br)cc2)nc1SCC(N)=O in P. falciparum M1AAP is entered as -3%
# COc1cccc(NC(=O)Nc2cccn(Cc3ccc(C)cc3)c2=O)c1 in WT yeast gro inh is entered as -13
# CN1CCN(c2ccc(NC(=O)CSc3ccccc3)cc2F)CC1 in P. falciparum M17LAP is entered as -3%

# New compounds follow
SMILES,Yfh1-off respiration,human PMI inhibitors,P. falciparum M17LAP,human PMI inhibition,XIAP antagonists,LYP phosphatase,P. falciparum M1AAP,WT yeast gro inh,WT yeast gro inh mutant strain,TNAP activators
CCOC(=O)NC(=O)CSc1nc(-c2ccc(C)c(C)c2)cn1-c1ccccc1,i,12%,6%,12%,-0.4%,-4%,4%,42,34,1.1
COc1ccc(-c2nnc(-c3cccnc3)o2)cc1OC,i,-3%,4%,-4%,0.8%,-6%,4%,-2,-18,1.2
C=CCOn1c(C)c(C(C)=O)c2c3no[n+]([O-])c3ccc21,i,-10%,0%,-8%,-1.2%,0%,17%,8,-11,1.1
CCOC(=O)c1cc2occc2n1CC(=O)Nc1ccc(OC)cc1OC,i,9%,-1%,-4%,-5.9%,-4%,6%,-4,-1,1.1
O=C(c1ccc(COc2ccc(F)cc2)o1)n1cc(Br)cn1,i,4%,11%,4%,-7.0%,-5%,3%,-14,23,1
O=C(OCC1CCCN2CCCCC12)c1ccc2c(c1)OCO2 (stereo not given),i,5%,-4%,3%,-1.4%,-9%,12%,6,11,1
COc1ccc(NC(=O)CSc2[nH]c(=O)cc(C)c2C#N)cc1OC,i,5%,16µM*,11%,-7.4%,-3%,9%,9,-5,1.1
COc1ccccc1CNCC(=O)NCc1ccc(C)cc1,i,-6%,3%,1%,-3.9%,-5%,4%,-16,-22,1.1
CC(Sc1cccc[n+]1[O-])C(=O)Nc1cccc([N+](=O)[O-])c1 (stereo not given),i,1%,-1%,-4%,-11%,-9%,11%,0,7,1.1
CS(=O)(=O)N(CC(=O)N/N=C/c1cccc2c1OCCO2)c1ccccc1Br,i,18%,7%,19%,-3.3%,-5%,3%,9,2,1
O=[N+]([O-])c1ccc(-n2nncc2-c2ccc(Cl)cc2)cc1,i,-4%,-5%,-7%,-7.1%,6%,3%,26,19,1
Cc1nn(Cc2ccccc2Cl)c2sc(C(=O)Nc3ccccc3N3CCOCC3)cc12,i,0%,10%,2%,-0.6%,4%,4%,11,14,1
Cc1cc(C(=O)Nc2ncc(C)s2)c2ccccc2n1,i,4%,13%,1%,-14%,-4%,0%,16,22,1
CN(C[C@H](c1ccccc1)N(C[C@H](Cc1ccccc1)N(CCc1ccccc1)N=O)N=O)N=O,i,9%,-5%,14%,-3.0%,-2%,2%,-9,9,1.1
CCOC(=O)N1CCN(S(=O)(=O)c2cc(C)c(C)cc2C)CC1,i,0%,-12%,-4%,-4.7%,-3%,0%,-1,23,1.1
Cc1nc2ccccc2c(=O)n1NC(=O)c1cccc([N+](=O)[O-])c1,i,4%,-1%,1%,-9.8%,-4%,-2%,7,-3,1.1
CCOC(=O)N1CCC(N(C(=O)Nc2cccc(OC)c2)C(C)CC)CC1 (stereo not given),i,12%,7%,13%,1.7%,0%,4%,-9,16,1.1
O=C(O)Cc1ccc(S(=O)(=O)Nc2ccccc2C(=O)O)cc1,i,-2%,-3%,-16%,2.0%,0%,0%,6,4,1.1
CO/N=C/CC(=O)c1cnc(-c2ccc(Cl)cc2)s1,i,54%*,2%,1%,-6.9%,-1%,11%,8,5,1
O=C(/C=C/c1cccc([N+](=O)[O-])c1)NC(=S)Nc1ccc(CN2CCOCC2)cc1,i,8%,-5%,20%,-5.5%,-2%,2%,10,-21,1.1
CCn1nc(C(=O)N2CCc3ccccc3C2)c2ccccc2c1=O,i,11%,9%,3%,-4.4%,-5%,12%,-5,6,1.1
Cc1cccc(OCC(=O)NC(Cc2ccccc2)C(=O)O)c1 (stereo not given),i,-4%,17%,-7%,-22%,0%,2%,-17,-3,1.1
NC(=O)N1OCC2COc3ccc4ccccc4c3C21 (stereo not given),i,4%,2%,11%,-4.3%,-10%,-2%,9,2,1.1
CN(C)c1ccnc(Nc2ccc(F)cc2)c1C#N,i,22%,2%,16%,-6.8%,-4%,11%,-3,3,1.1
Cc1ccc(C2=NN(C(=O)c3ccco3)C(O)(C(F)(F)F)C2)cc1 (stereo not given),i,5%,-2%,15%,2.2%,-1%,7%,27,17,0.7
CCOc1ccc(OCc2nnc(SCC(=O)NC3CCS(=O)(=O)C3)n2-c2ccc(Cl)cc2)cc1 (stereo not given),i,2%,7%,4%,-0.7%,4%,-11%,-9,-12,1
O=C1CC(N(O)c2ccccc2)C(=O)N1Cc1ccccc1 (stereo not given),i,3%,11%,2%,-4.1%,-3%,10%,-1,-2,1
CC1=C(C(=O)c2ccccc2)C(c2ccc(O)cc2)NC(=S)N1 (stereo not given),i,.,14%,.,.,-9%,4%,.,.,.
CC(NS(=O)(=O)c1cccc(Cl)c1)C(=O)N(C)C1CCN(C)CC1 (stereo not given),i,-8%,6%,1%,-6.2%,0%,-4%,-3,-9,1
C=CCOc1ccccc1CNCCNC(=O)c1nonc1N,i,1%,.,-5%,18%,-10%,.,-2,-1,1.1
COc1ccccc1Nc1nc(N)nc(-c2oc3ccccc3c2C)n1,i,-6%,4%,-4%,0.1%,-4%,12%,-2,-15,1.2
C/C(=C1/SC(N2CCOCC2)=NC1=O)c1ccc(Br)cc1,i,3%,0%,4%,-2.6%,-1%,5%,12,-8,1.1
Cc1ccc(C(=O)N/N=C\c2ccc[nH]2)cn1,i,-6%,14%,-9%,-6.5%,0%,9%,4,-24,1
Cc1c(NC(=O)c2ccc(=O)oc2)c(=O)n(-c2ccccc2)n1C,i,-8%,-16%,3%,-5.0%,-4%,13%,-6,-9,1.1
CCOc1ccc2nc(NC(=O)Cn3cnc4c3c(=O)n(C)c(=O)n4C)sc2c1,i,-7%,-5%,-2%,-15%,-9%,-3%,-6,-12,1.1
O=C(NC1CCCC1)C(c1ccsc1)N(Cc1ccco1)C(=O)Cc1cccs1 (stereo not given),i,6%,-3%,4%,-1.5%,-5%,6%,9,-6,1.1
c1ccc(COc2cccc(CNn3cnnc3)c2)cc1,i,0%,3%,6%,-2.7%,0%,-2%,14,6,1.1
CC(=O)C1=C(O)C(=O)N(c2ccc(S(N)(=O)=O)cc2)C1c1ccccc1F (stereo not given),i,-8%,19%,-8%,-2.8%,-9%,2%,3,26,1
CC(C)=CCC/C(C)=C/CC(C)(C)CNCCN1CCNCC1,i,-1%,4%,-7%,-5.9%,-10%,2%,4,4,0.9
Cc1cc(N)n(Cc2ccc(Cl)cc2)n1,i,4%,-3%,10%,-5.6%,-6%,3%,-16,-2,1.1
COc1ccccc1NC(=O)CSC(N)=O,i,2%,11%,2%,-4.3%,-6%,1%,12,2,1.3
CN1CCN(C(=O)/C(=C\c2cccc([N+](=O)[O-])c2)NC(=O)c2cccs2)CC1,i,-4%,1%,2%,4.1%,-2%,-4%,-9,-7,1.1
Cc1c(Br)c([N+](=O)[O-])nn1CC(=O)NCc1ccccn1,i,-1%,1%,101%*,-2.0%,2%,10%,-1,24,1.1
Cn1cccc1Cc1nnc(SCC(N)=O)n1-c1ccc(F)cc1,i,-6%,13%,-1%,-6.1%,6%,0%,17,11,1.1

# Assay outcomes from PubChem BioAssay.
